# KAT2A inh: qHTS Assay for Inhibitors of GCN5L2; Histone acetyltransferase KAT2A (Homo sapiens), Q92830; GCN5L2 HAT assay, ThioGlo1 CoA-SH fluorescence; Potency, µM (top dose mostly 58.9 µM), inactives show at the top dose activity change, negative = inhibition, hits mostly inhibitors; 0.21% of 390,000 active; AID 504327, 2011
# Target sequence (Q92830 whole entry, looked up): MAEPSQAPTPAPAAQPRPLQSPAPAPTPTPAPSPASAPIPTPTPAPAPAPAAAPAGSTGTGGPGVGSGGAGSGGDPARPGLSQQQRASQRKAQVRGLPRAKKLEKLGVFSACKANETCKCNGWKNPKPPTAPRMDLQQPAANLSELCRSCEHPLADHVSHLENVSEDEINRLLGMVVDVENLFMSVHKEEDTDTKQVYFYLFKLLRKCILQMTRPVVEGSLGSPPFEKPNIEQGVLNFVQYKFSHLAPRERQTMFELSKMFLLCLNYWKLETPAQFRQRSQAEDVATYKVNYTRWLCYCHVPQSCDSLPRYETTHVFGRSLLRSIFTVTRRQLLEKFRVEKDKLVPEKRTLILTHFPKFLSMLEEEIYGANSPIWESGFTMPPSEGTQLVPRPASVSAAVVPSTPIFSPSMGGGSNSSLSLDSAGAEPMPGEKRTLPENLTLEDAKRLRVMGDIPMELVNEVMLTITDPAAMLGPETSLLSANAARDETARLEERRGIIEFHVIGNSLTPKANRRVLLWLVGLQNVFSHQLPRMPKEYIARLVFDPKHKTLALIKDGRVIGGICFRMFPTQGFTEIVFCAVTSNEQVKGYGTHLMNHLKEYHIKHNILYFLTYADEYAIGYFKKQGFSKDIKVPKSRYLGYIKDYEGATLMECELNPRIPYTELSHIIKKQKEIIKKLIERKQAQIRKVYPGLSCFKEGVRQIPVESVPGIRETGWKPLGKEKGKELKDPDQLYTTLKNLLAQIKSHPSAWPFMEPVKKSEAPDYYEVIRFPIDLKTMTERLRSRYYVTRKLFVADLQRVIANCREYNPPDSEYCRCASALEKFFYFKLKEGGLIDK
#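 Compounds, pin-transferred from DMSO stocks, meet 20nM GCN5L2 for 15 min before the reaction begins with H3(1-25) peptide (75uM) and acetyl-CoA (70uM). Thiol-reactive ThioGlo1 reports CoA release over 20 min at room temperature.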
# DT40 TDP1 CPT: qHTS for Inhibitors of human tyrosyl-DNA phosphodiesterase 1 (TDP1): qHTS in cells in presence of CPT | 12% of 420,000 active | AID 686979, 2013 | Potency, µM (highest dose often 46.2 µM), for the others: at the highest dose activity change, negative = growth inhibition, actives largely listed as inhibitors | chicken DT40 Tdp1-/-;hTDP1 cells + 20 nM CPT, ATP luminescence, 48 h; also: nearly all actives have a fitted effect of over 55% in size
#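 Cell growth measured by CellTiter-Glo luminescence after a minimum 48 h, 37 C compound exposure with 20 nM CPT in Tdp1-knockout DT40 cells stably expressing hTDP1, seeded 400/well; qHTS titration format.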
# TDP1 cell noCPT: qHTS for Inhibitors of human tyrosyl-DNA phosphodiesterase 1 (TDP1): qHTS in cells in absence of CPT. DT40 Tdp1-/- hTDP1 cells, no CPT, ATP luminescence, 48 h. 15% of 420,000 active. Potency, µM (highest dose often 46.2 µM), inactives show at the top dose activity change, negative = growth inhibition, hits mostly inhibitors; also: nearly all actives have a fitted effect of over 55% in size
#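 Growth kinetics read by CellTiter-Glo luminescence after ≥48 hr at 37 °C. Cells: DT40 Tdp1-/- stably carrying human TDP1, 400 per well, compound exposure in the absence of CPT (DMSO vehicle).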
# * marks the source's active call; other numbers are inactive results; ? = inconclusive; / = not tested or not shown; [ ] = dose if it differs, or a comment. Calls follow the shape of the dose curve; as a rule, active = well fitted curve in the direction sought with a large enough effect; inconclusive = small, poorly fitted or top-dose-only effect, or another doubt; inactive = no such curve, though single readings can be large; an effect the other way counts as inactive or inconclusive. % is scaled to controls: 0 for no effect and ±100 for the full control effect; potency is read from the fitted curve at half-maximal effect. These rows are one share of the data (hit frequency here may not be typical).
mol | KAT2A inh | TDP1 cell noCPT | DT40 TDP1 CPT
O=Cc1ccnc(-c2ccc(OC(=O)c3ccco3)cc2)n1 | -1% | 5.8µM* | 5.2µM*
Cc1nc2ccccc2c(=O)n1NC(=O)c1ccccc1Br | -2% | -3% | 12%
CC1CCCCN1C(=O)c1ccccc1NC(=O)c1ccco1 (centres undefined) | -21% | -11% | -9%
Cc1ccc(CSCCNC(=O)CN(c2cccc([N+](=O)[O-])c2)S(C)(=O)=O)cc1 | -6% | ? | -29%
COc1cc(=O)n2c(c1C(=O)NC(C)c1ccco1)CCN(Cc1cc(C)ccc1C)CC2 (centres undefined) | / | -17% | -5%[9.04 µM]
N#Cc1ccc(S(=O)(=O)N2CCCCC2c2cc(C(=O)NCc3ccccc3)no2)cc1 (centres undefined) | / | -50% | ?
CCOC(=O)C(=O)NNc1ccccc1OC | -6% | -3% | 21%
CCc1ccc(OCCOCC(O)CNC(C)(C)C)cc1 (centres undefined) | -1% | -29% | ?
C=CCNCCOc1ccc(C(C)(C)c2ccccc2)cc1 | -5% | ? | ?
CCNC(=O)C1(C)CCCN(C(=O)c2ccnc(Cl)c2)C1 (centres undefined) | / | 4% | 1%

# The last 4 entries of the section before come first, to join the parts.
mol | KAT2A inh | TDP1 cell noCPT | DT40 TDP1 CPT
CCOC(=O)C(=O)NNc1ccccc1OC | -6% | -3% | 21%
CCc1ccc(OCCOCC(O)CNC(C)(C)C)cc1 (centres undefined) | -1% | -29% | ?
C=CCNCCOc1ccc(C(C)(C)c2ccccc2)cc1 | -5% | ? | ?
CCNC(=O)C1(C)CCCN(C(=O)c2ccnc(Cl)c2)C1 (centres undefined) | / | 4% | 1%
Cc1ccccc1CCNC(=O)c1ccc2c(c1)nc1n2CCCCC1 | 2% | ? | ?
NC(=O)c1ccc(Nc2ccc3c(c2)CCC3)c([N+](=O)[O-])c1 | 3% | ? | 2%
COc1cc(CCC(=O)N2CCN(S(=O)(=O)c3ccc(C)c(C)c3)CC2)cc(OC)c1OC | -6% | -23% | ?
CC(/C=C/C=C(\C)C(=O)O[C@@H]1O[C@H](CO[C@@H]2O[C@H](CO)[C@@H](O)[C@H](O)[C@H]2O)[C@@H](O)[C@H](O)[C@H]1O)=C\C=C\C=C(C)\C=C\C=C(/C)C(=O)O[C@@H]1O[C@H](CO[C@@H]2O[C@H](CO)[C@@H](O)[C@H](O)[C@H]2O)[C@@H](O)[C@H](O)[C@H]1O | 8% | 3% | 8%
COCC(=O)N[C@H]1C=C[C@@H](CC(=O)OC)O[C@@H]1CO | / | 0% | -2%
CC(C)(C)n1nnnc1C(c1ccccc1)N1CCN(c2c(Cl)cncc2Cl)CC1 (centres undefined) | / | 16µM* | ?
COc1ccc(S(=O)(=O)N(C)CC(=O)NCC2CCCO2)cc1OC (centres undefined) | -3% | -18% | 4%
Cc1ccc(S(=O)(=O)c2c(COC(=O)c3ccc(Cl)cc3)c(-c3ccccc3)nn2C)cc1 | -4% | ? | 16µM*
CCn1nc(C)c(/C=N/NC(=O)Cn2nnc(N)n2)c1C | 1% | -2% | 8%
CC(=O)c1cccc(NC(=O)Nc2cc3c(cc2N2CCCC2)n(C)c(=O)n3C)c1 | -9% | ? | ?

# Next entries:
mol | KAT2A inh | TDP1 cell noCPT | DT40 TDP1 CPT
N=C(N)SCc1ccccn1 | -10% | -29% | ?
CCOc1cc(CNCc2cccnc2)cc(Br)c1OCC(N)=O | -12% | -4% | -7%
CCCn1cc(S(=O)(=O)c2ccc(Cl)cc2)c(=O)c2cc(OC)ccc21 | 3% | 23µM* | 16µM*
COc1ccccc1/C=C/C(=O)NC1CC2CCC1C2 (centres undefined) | -2% | -21% | -18%
CN(CC(=O)Nc1ccc(Cl)c(C(F)(F)F)c1)C(=O)CCC(=O)c1ccccc1 | -9% | ? | ?
COc1ccc(OC)c(N2CC(O)(c3cccs3)[N+]3=C2SCCC3)c1 (centres undefined) | -5% | -13% | -10%
CCCCC1=CC2=C(c3ccco3)C(=O)C(C)(OC(=O)c3ccc(OC)cc3)C(=O)C2=CN1CC1CC1 (centres undefined) | 1% | 18µM* | 8.2µM*
CCOc1ccc(C2NC(=O)Cc3cc(OC)c(OC)cc32)cc1 (centres undefined) | -8% | -25% | 2%
O=C(Cn1nnc2ccccc21)c1ccc(Br)cc1 | -1% | -1% | -1%
CCCCC(=O)Oc1ccccc1C1SCc2cc(C)c(C)cc2CS1 | -6% | ? | ?

# Continued:
mol | KAT2A inh | TDP1 cell noCPT | DT40 TDP1 CPT
C=CC[N+]1(CC=C)CCOCC1 | -7% | -30% | 4%
Cc1ccc(C(=O)Nc2nc3ccc(S(C)(=O)=O)cc3s2)s1 | -4% | ? | -20%
COc1ccc(-c2cc(NC(C)=O)c3ncc(-c4ccccc4)n3c2)c(OC)c1 | / | -83% | ?
O=C(/C=C/c1nc2ccccc2s1)N1CCCCCC1 | -1% | ? | -1%
CN1CCN(CCCNC(=O)c2ccc3nc(Cc4ccccc4)oc3c2)CC1 | 0% | 2% | 5%
CN(C)S(=O)(=O)c1cccc(NC(=O)CSc2nc3c(cc2C#N)C(=O)CC(C)(C)C3)c1 | -5% | 7.3µM* | 9.2µM*
O=C(Nc1cccnc1Cl)c1ccc2c(Cl)c3c(nc2c1)CCC3 | -1% | ? | ?
CCN(CC)CCCNC(=O)c1cn(CC)c2cc(N3CCN(C(=O)c4ccco4)CC3)c(F)cc2c1=O | -21% | 0% | -18%
CCC(c1nc2ccccc2[nH]1)N(Cc1cccnc1)C(=O)c1cc(-c2ccccc2)on1 (centres undefined) | / | 18µM* | ?
CN(C(=O)OC(C)(C)C)[C@H](Cc1ccccc1)C(=O)N[C@H]1CCCCNC1=O | 1% | -3% | -4%

# The last 4 entries of the part before are carried over, then new ones follow:
mol | KAT2A inh | TDP1 cell noCPT | DT40 TDP1 CPT
O=C(Nc1cccnc1Cl)c1ccc2c(Cl)c3c(nc2c1)CCC3 | -1% | ? | ?
CCN(CC)CCCNC(=O)c1cn(CC)c2cc(N3CCN(C(=O)c4ccco4)CC3)c(F)cc2c1=O | -21% | 0% | -18%
CCC(c1nc2ccccc2[nH]1)N(Cc1cccnc1)C(=O)c1cc(-c2ccccc2)on1 (centres undefined) | / | 18µM* | ?
CN(C(=O)OC(C)(C)C)[C@H](Cc1ccccc1)C(=O)N[C@H]1CCCCNC1=O | 1% | -3% | -4%
O=C(CCCCn1c(=O)c2ccccc2n(Cc2ccccc2F)c1=O)NCc1ccc2c(c1)OCO2 | 3% | ? | -4%
O=C(Nc1cccc(NC(=O)c2ccc(F)cc2)c1)c1ccc(F)cc1 | -1% | -26% | 10%
CCC(=O)NC(c1ccccc1)c1c(O)ccc2ccccc12 (centres undefined) | -1% | 1% | -17%
CCOC(=O)c1c(C)[nH]c(C)c1S(=O)(=O)N(C)CC(=O)N1CCN(c2ccc(Cl)cc2)CC1 | 17% | ? | 15µM*
CCCNC(=O)C1(C)CCCN(Cc2ccccc2F)C1 (centres undefined) | / | -17% | -23%
CCc1ccc(-c2nc(CN3CCCC(C(=O)NCc4ccccc4Cl)C3)c(C)o2)cc1 (centres undefined) | -9% | 4.6µM* | 6.5µM*
CCC(Oc1ccccc1F)C(=O)NCCCn1ccnc1 (centres undefined) | -2% | -24% | -12%
COc1ccc(C(=O)N2CCCC2)cc1S(=O)(=O)N1CCC(C)CC1 | 1% | -20% | -17%
Cc1oc(CC(C)C)cc1C(=O)Nc1ccc(C(=O)O)cc1 | -1% | -7% | -3%
COc1ccccc1CN1CCN(Cc2ccc3ccccc3c2)CC1 | -6% | ? | ?

# The list goes on:
mol | KAT2A inh | TDP1 cell noCPT | DT40 TDP1 CPT
Cn1c(=O)c2c(ncn2CC(=O)Nc2ccccc2)n(C)c1=O | 3% | -29% | -23%
CCN(C(=O)CSc1nc(C2CC2)n(-c2ccccc2)n1)C1CCS(=O)(=O)C1 (centres undefined) | 2% | -5% | 0%
N=c1c2ccccc2nc2n1CCCCCCCCCCC2 | / | 7.3µM* | 5.2µM*
O=c1[nH]c(SCCOc2cccc3ccccc23)nc2ccccc12 | -4% | 7.3µM* | ?
COc1ccc(C2=NN(C(=O)c3ccco3)C(c3cc4ccccc4nc3Cl)C2)cc1 (centres undefined) | -5% | ? | ?
COc1ccccc1NCCC(=O)OCC(=O)NC1CCCCCC1 | 0% | -4% | -7%
CSc1nc2sc3c(c2c(=O)n1C)CCCC3 | -4% | ? | -24%
Cc1ccc(C)c(CNc2ccc(S(=O)(=O)N3CCCCC3)cc2)c1 | -8% | 21µM* | 15µM*
C[C@H]1CN([C@@H](C)CO)C(=O)c2cccc(NS(=O)(=O)c3cn(C)cn3)c2O[C@H]1CN(C)S(C)(=O)=O | 0% | 2% | -53%
CN1CCN(C(CNC(=O)c2cccc(F)c2)c2ccc3c(c2)OCO3)CC1 (centres undefined) | -8% | -4% | -11%

# (continued)
mol | KAT2A inh | TDP1 cell noCPT | DT40 TDP1 CPT
CCn1c(SCc2ccc(C#N)cc2)nnc1-c1ccc(S(=O)(=O)N2CCCCC2)cc1 | 49%[activator] | ? | 15µM*
CCNC(=O)C1CN(S(=O)(=O)c2ccccc2)CCN1S(=O)(=O)c1ccccc1 (centres undefined) | 8% | -19% | 1%
Cc1oc(CSCCSCc2cc(C(=O)O)c(C)o2)cc1C(=O)O | -7% | -26% | 4%
Cc1cc(N2CCOCC2)ccc1/C=C1\NC(=O)N(CC(=O)Nc2ccccc2C)C1=O | 3% | 1% | -6%
COC(=O)Cn1cc(C(=O)c2ccco2)c2ccccc21 | -2% | -3% | -14%
CCOC(=O)N1CCN(c2ccncc2S(=O)(=O)N2CCCCC2)CC1 | 1% | -13% | -24%
COc1cc(CNC(C)c2ccccc2)cc(Cl)c1OCC(=O)Nc1ccccc1 (centres undefined) | -3% | 26µM* | 9.2µM*
CC(C)CCN(CC(=O)NCc1ccc(F)cc1)S(=O)(=O)c1ccccc1F | 1% | ? | 23µM*
O=C1CCCN1CCNC(=S)Nc1ccccc1 | -4% | -5% | -7%
Cc1cnc(C)c(N2CCN(Cc3nc(-c4ccc(C)o4)oc3C)CC2)n1 | 2% | ? | -20%

# (more compounds)
mol | KAT2A inh | TDP1 cell noCPT | DT40 TDP1 CPT
O=C1c2oc3ccc(Cl)cc3c(=O)c2C(c2ccccn2)N1CCCN1CCOCC1 (centres undefined) | -8% | 29µM* | 23µM*
CN1C(=O)S/C(=C/c2cccnc2)C1=O | -4% | -27% | ?
CCCn1c(N)c(C(=O)CN(C)CC(=O)Nc2ccc(C)cc2)c(=O)[nH]c1=O | 2% | -24% | -10%
NS(=O)(=O)c1ccc(NC(=O)COC(=O)CNC(=O)C23CC4CC(CC(C4)C2)C3)cc1 | -6% | 36%[activator] | ?
O=C(NC(=S)Nc1nc2ccc(F)cc2s1)c1ccco1 | -5% | 2.9µM* | 4.1µM*
CC(=O)c1c(C)nc(C)nc1NC(=O)Cc1ccccc1 | 1% | 18% | 2%
COc1ccc(CNC(=O)CN(c2cc(C(F)(F)F)ccc2Cl)S(C)(=O)=O)cc1 | 0% | ? | -28%
COC(=O)[C@@]12C[C@@H](CC(=O)NCCc3ccccc3OC)C(=O)N(Cc3ccco3)C1=CCC(C)(C)C2 | / | ? | ?
CN(C)S(=O)(=O)c1ccc(C(=O)Nc2ccccc2C(=O)NCCCN2CCOCC2)cc1 | -1% | -2% | -13%
O=C(Nc1ccc(Cl)cc1F)c1ccc(COc2c(F)c(F)c(F)c(F)c2F)o1 | -24% | -17% | -1%

# Additional compounds:
mol | KAT2A inh | TDP1 cell noCPT | DT40 TDP1 CPT
CSCCC(NC(=O)COc1ccccc1)C(=O)N1CCN(c2cccc(C(F)(F)F)c2)CC1 (centres undefined) | / | 13µM* | 16µM*
O=C(Nc1ccccc1N1CCOCC1)c1ccncc1 | 0% | -5% | -2%
CCOc1ccc(C(=O)NCCC(=O)N2CCC3(CC2)NCCc2[nH]cnc23)cc1 | 1% | 7% | -4%
O=C(COc1ccccc1Cl)N1CCN(c2ncccn2)CC1 | 0% | -11% | -25%
Cc1ccc2nc(N(CCCN(C)C)C(=O)c3cc(-c4cccs4)nc4ccccc34)sc2c1 | 0% | ? | 16µM*
O=C(NCCCn1ccnc1)c1ccc(Cl)s1 | -3% | 1% | -1%
COCCn1c(=O)c(-c2ccc(F)cc2)nc2cnc(Oc3ccc(OC)cc3)nc21 | -18% | ? | -22%
CCc1nc2c(OCCC3CCCCC3)cccn2c1N(C)C(=O)c1ccc(C)cc1 | / | 15µM* | 15µM*
COc1cc(C2NC(=O)NC(c3ccccc3)=C2C(C)=O)c(Cl)cc1OCC(=O)O (centres undefined) | 2% | -12% | 13%
Fc1ccccc1/C=C1\CCCC2=C1NC(=S)NC2c1ccccc1F (centres undefined) | -19% | ? | ?
CCC(CC)C(=O)Nc1nnc(S(=O)(=O)N(CC)c2ccc(OC)cc2)s1 | -1% | -18% | 2%
